Screening results: PubChem BioAssay, The Scripps Research Institute Molecular Screening Center
TAAR1 ag = human TAAR1 agonists, primary screen, Fluo-8 calcium fluorescence, CHO RD-HGA16 cells. Trace amine-associated receptor 1 (Homo sapiens), Q96RJ0. vehicle wells 0%, saturating PEA agonist 100%. activation, % at 3 µM. 360,000 compounds, 0.99% hits;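 active = activation above the mean activation of all test compounds in the run plus 3 SD, cut at about 38% in these data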
Target sequence (Q96RJ0 whole entry, looked up): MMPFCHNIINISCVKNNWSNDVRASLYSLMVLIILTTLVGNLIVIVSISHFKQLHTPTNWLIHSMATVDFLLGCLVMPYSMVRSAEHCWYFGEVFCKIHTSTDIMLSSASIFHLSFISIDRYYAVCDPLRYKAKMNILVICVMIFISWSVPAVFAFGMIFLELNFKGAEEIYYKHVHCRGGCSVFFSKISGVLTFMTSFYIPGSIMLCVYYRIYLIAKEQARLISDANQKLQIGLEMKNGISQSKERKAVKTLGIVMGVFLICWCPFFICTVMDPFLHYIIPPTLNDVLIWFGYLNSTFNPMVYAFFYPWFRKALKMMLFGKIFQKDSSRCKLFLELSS
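Test system: RD-HGA16 (CHO) cells co-expressing Gα16 and hTAAR1 | Doses: Single dose, 3 µM | Schedule: 17-24 h seeding, 75 min 37 °C dye, 30 min RT | Evaluation: % activation from peak over basal fluorescence ratio, DMSO-to-PEA scaled | Technique: Kinetic Fluo-8 calcium fluorescence | Benchmarks: Low control DMSO, high control PEA (EC100)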
M1 PAM = human M1 muscarinic receptor positive allosteric modulators, primary screen, CHO-K1 cells, Fluo-8 calcium fluorescence, 1536-well; Muscarinic acetylcholine receptor M1 (Homo sapiens), P11229; CHO-K1 hM1, ACh EC20; 0% = ACh EC20, 100% = maximal ACh; activation, % at 3 µM; 360,000 compounds, 0.088% hits; AID 588819, 2011; in the data active = activation above about 19%, passing the limit was not always enough
Target sequence (P11229 whole entry, looked up): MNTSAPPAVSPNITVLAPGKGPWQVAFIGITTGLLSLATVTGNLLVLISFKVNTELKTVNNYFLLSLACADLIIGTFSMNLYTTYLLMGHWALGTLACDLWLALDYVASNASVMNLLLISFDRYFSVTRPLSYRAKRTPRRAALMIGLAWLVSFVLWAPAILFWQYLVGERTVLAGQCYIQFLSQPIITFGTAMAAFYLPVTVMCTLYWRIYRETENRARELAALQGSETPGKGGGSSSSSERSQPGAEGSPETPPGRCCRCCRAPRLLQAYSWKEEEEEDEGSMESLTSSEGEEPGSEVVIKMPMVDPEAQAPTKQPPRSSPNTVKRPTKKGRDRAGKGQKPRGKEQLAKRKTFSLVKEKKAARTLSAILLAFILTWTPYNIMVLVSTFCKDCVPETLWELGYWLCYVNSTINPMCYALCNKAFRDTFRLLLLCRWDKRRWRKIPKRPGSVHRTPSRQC
CHO-K1 Ca ag = counter-screen for M1 agonists: effect in parental CHO-K1 cells; Fluo-8 calcium fluorescence; scaled to maximal ATP response, vehicle zero; activation, % at 3 µM; 360,000 compounds, 0.48% hits; AID 602248, 2012; in the data active = activation above about 15%;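 also: untransfected CHO-K1 host cells lacking M1 receptor as counterscreen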
CHRM1 agonist = human M1 muscarinic receptor agonists, primary screen, Fluo-8 calcium fluorescence, CHO-K1 cells, HTS; Muscarinic acetylcholine receptor M1 (Homo sapiens), P11229; CHO-K1 hM1, agonist mode; 0% DMSO, 100% acetylcholine EC100; activation, % at 3 µM; 360,000 compounds, 0.33% hits; AID 588814, 2011;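 active = activation above the run's mean compound activation plus 3 SD, cut at about 16% in these data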;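 also: peak over basal fluorescence ratio within a 140 s kinetic read after compound addition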
CHO-K1 Ca PAM = nonselective calcium activators in parental CHO-K1 cells, primary screen, counter-screen for M1 PAM project, cell-based, Fluo-8 calcium fluorescence, full deck, 1536-well. ATP EC20; 0% at ATP EC20, 100% at ATP max. activation, % at 3 µM. 360,000 compounds, 0.02% hits;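 active = activation above the run cutoff, the mean activation of all test compounds plus 3 SD, cut at about 40% in these data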;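 also: peak over basal fluorescence ratio in a 140 s read after ATP addition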
CHO-K1 Ca antag = counter-screen for M1 antagonists: effect in parental CHO-K1 cells; ATP-induced calcium, Fluo-8 fluorescence; inhibition, % at 3 µM; 360,000 compounds, 0.6% hits;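 active = inhibition above a per-plate cutoff, the plate's mean sample inhibition plus 3 SD, cut at about 24% in these data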;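 also: 0% = DMSO plus EC80 ATP and 100% = DMSO alone without ATP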
M1 antag = human M1 muscarinic receptor antagonists, primary screen, CHO-K1 cells, Fluo-8 calcium fluorescence, 1536-well | AID 588852, 2011 | inhibition, % at 3 µM | Muscarinic acetylcholine receptor M1 (Homo sapiens), P11229 | 360,000 compounds, 1.3% hits | CHO-K1 hM1, ACh EC80 antagonist;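 active = percent inhibition above its own plate's cutoff, namely the mean of that plate's compound wells plus 3 SD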;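 also: peak over basal fluorescence ratio during 140 s after agonist addition; 0% = ACh EC80 plus DMSO and 100% = DMSO alone without agonist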
TAAR1 antag = human TAAR1 antagonists, primary screen, Fluo-8 calcium fluorescence, CHO RD-HGA16 cells; Trace amine-associated receptor 1 (Homo sapiens), Q96RJ0; antagonist; inhibition, % at 3 µM; 360,000 compounds, 1.5% hits; AID 624466, 2012;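 active = inhibition above a per-plate cutoff, the mean inhibition of test compounds on that plate plus 3 SD, cut at about 49% in these data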;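 also: 0% = DMSO plus EC80 beta-PEA response and 100% = DMSO alone without agonist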
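Material: CHO RD-HGA16 cells bearing hTAAR1; compound dosing: one-point dosing, 3 µM nominal final; schedule: dye loading 75 min at 37 °C, then 30 min room temperature; measured by: calcium fluorescence with Fluo-8; control set: vehicle and agonist controls; replication: n of 1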
CHO parental Ca = ATP-evoked calcium signal inhibitors, parental CHO, primary screen, counter-screen for OX1R antagonist project, cell-based, fluorescence, Fluo-8 calcium dye; parental CHO-K1, ATP-induced calcium, Fluo-8 fluorescence; inhibition, % at 5.6 µM; 330,000 compounds, 0.63% hits;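 active = inhibition above that plate's mean sample inhibition plus 3 SD, cut at about 26% in these data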;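 also: 0% = ATP-challenged DMSO wells and 100% = DMSO wells without ATP; some compounds past the cut are filed as inactive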
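Material: Parental CHO cells | Reagent: ATP | Compound dosing: Single nominal dose of 5.6 µM per compound | Detection: Intracellular calcium via Fluo-8 no-wash fluorescent dye | Read-out: % inhibition of ATP-induced calcium mobilization | Benchmarks: Low control ATP plus DMSO, high control DMSO only | Replicates: Singlicate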
Starred values were filed as active, the others as inactive; nt = not tested or not shown.

SMILES	TAAR1 ag	M1 PAM	CHO-K1 Ca ag	CHRM1 agonist	CHO-K1 Ca PAM	CHO-K1 Ca antag	M1 antag	TAAR1 antag	CHO parental Ca
CCOc1ccc(NC(=O)CC2SC(N)=NC2=O)c([N+](=O)[O-])c1 (stereo not given)	1	4	2.4	-4	20	-18	2	4	14
CCn1nc(NS(=O)(=O)c2ccc(C)cc2)c2cc3ccccc3nc21	-1	3	2.8	-3	2	-10	3	-10	-24
CCCCC(=O)Nc1cccc(-c2cn3ccccc3n2)c1	9	5	1.9	-9	11	-27	-5	-8	-23
Cc1cc(C(=O)COC(=O)c2ccc(O)cc2)c(C)n1CC(F)(F)F	11	-2	1.8	-2	7	-15	12	10	-11
CCCCCC(=O)NNC1=NCC(Cc2ccccc2)S1 (stereo not given)	0	3	0.3	-5	0	-5	1	1	7
COC(=O)CCCC1=CC2=C(c3ccccc3)C(=O)C(C)(OC(=O)C3CCCC3)C(=O)C2=CN1c1ccccc1 (stereo not given)	2	22	-0.6	1	12	-12	-17	12	-2
S=C(Nc1ccccc1)c1ccccn1	-4	9	0.1	-4	18	-12	-7	-15	-4
Cc1cc(=O)oc2c(C)c(OCC(=O)NCC3CCC(C(=O)O)CC3)ccc12 (stereo not given)	2	7	0.4	-2	-2	9	-15	-13	-8
O=C(OCC(=O)N1CCc2ccccc21)c1cccc(S(=O)(=O)N2CCCc3ccccc32)c1	4	11	0.7	-2	6	-6	-7	-22	-21
O=C1C(=O)N(CCCN2CCOCC2)C(c2ccc([N+](=O)[O-])cc2)/C1=C(/O)c1ccc2c(c1)OCO2 (stereo not given)	1	8	-0.8	-3	-14	1	-10	-7	-8
COc1cccc(NC(=O)c2cnc(SC)nc2C)c1	1	-5	1.3	-6	-6	-10	16	3	nt
CC(Sc1nnc2ccccn12)C(=O)Nc1ncc(Cl)cc1Cl (stereo not given)	0	4	-0.2	-4	4	7	1	8	2
CCN(CC)CCNCc1cc(Cl)c(OCC(=O)Nc2ccccc2)c(OC)c1	1	-7	0.9	-6	9	-10	11	-2	-24
COCc1cc(=O)n2[nH]c(-c3ccc(C)cc3)cc2n1	5	-6	-0.8	-2	4	-8	-1	-18	-4
Cc1ccc(C)c(C(=O)Nc2cc(C)nn2-c2nc(C)cc(C)n2)c1	7	13	1.6	-1	23	-18	-10	22	-23
CC1CCCCN1C(=O)Nc1cccc(Cl)c1 (stereo not given)	13	8	-0.3	-3	-7	23	-5	-3	-2
Cc1ccc(C(=O)Nc2ncc(Cc3ccc(F)cc3)s2)o1	5	9	1.3	-6	18	-7	-4	28	-17
O=C(Nc1ccccc1C(=O)N1CCCCC1)c1cccs1	-1	-4	0.6	-2	-6	0	-9	-2	-18
O=C(NCCCn1ccnc1)/C(=C\c1ccc(Br)cc1)NC(=O)c1ccccc1F	7	7	1.0	-4	10	0	-6	-14	7
Cn1cc(CN2CCN(CC(C)(C)C)C(CCO)C2)c2ccccc21 (stereo not given)	2	16	-0.6	-5	23	-9	-21	-14	-14
CC1Cc2ccccc2N1CC(=O)Nc1ccc(S(N)(=O)=O)cc1 (stereo not given)	2	16	-0.1	0	-13	14	-9	-5	-6
COCCn1c(COc2cccc(OC)c2)nnc1SCC(=O)NC1CCCC1	-1	8	2.7	-3	15	-18	-8	-6	-21
COc1ccc(-c2c(C)nn3c(Cl)c(C)c(C)nc23)cc1	5	1	-0.9	-4	0	0	-8	-15	-18
COCCNC(=O)c1ccc(NS(=O)(=O)c2ccc3[nH]c(=O)[nH]c3c2)cc1	2	5	1.5	-3	28	-12	-4	-24	4
CC1=C(C(=O)OC2CCCCC2)C(c2ccco2)C2=C(CC(C)(C)CC2=O)N1 (stereo not given)	-1	1	-0.6	-2	11	-5	-30	-17	-24
COc1ccc(Cl)c(NCCC(=O)O)c1	11	2	0.2	-4	4	-5	-4	-4	0
C#CCNC(=O)C1=C[C@H](C2CCCCC2)[C@@H](CCCO)[C@H](OCC)O1	1	20	-0.5	1	6	-14	-8	8	-19
CC(C)(C)c1ccc(C(=O)Nc2ccc(NC(=O)C(=O)O)cc2)o1	0	7	0.6	-4	23	-7	-4	-7	3
O=c1c2c3c(sc2ncn1/N=C/c1ccncc1)CCCC3	-1	6	0.4	-3	23	-9	-2	-11	-11
Cc1cc(C)n(S(=O)(=O)c2cc(C)c(C)cc2C)n1	5	10	0.3	-5	14	-3	-13	-3	2
COc1ccc(CNS(=O)(=O)c2cc(-c3cc(C)no3)ccc2C)cc1OC	4	11	2.6	1	-1	-11	-13	-12	9
COc1ccc(C(=O)N2CCCCC2c2cc(C(=O)Nc3ccccc3)no2)cc1 (stereo not given)	0	2	2.5	-3	15	-6	-10	4	nt
NC(=O)NC(Cc1ccccc1)c1ccccc1 (stereo not given)	2	3	0.1	-1	-4	-1	-4	-4	nt
O=C(O)/C(=C1\OC(=O)c2ccccc21)c1ccccc1	-1	0	0.1	-3	2	-8	-2	-3	-12
Cn1nnnc1CCOCCc1nnnn1C	3	1	0.4	0	11	4	-6	2	2
O=C(c1ccc(COc2ccccc2)o1)N1CCN(S(=O)(=O)c2ccccc2Cl)CC1	8	1	3.6	-3	-18	-1	5	51*	0
NC(=O)NCCN1CCN(c2ncc(C(F)(F)F)cc2Cl)CC1	7	-1	-0.1	-5	-6	0	1	0	-10
c1ccc(-c2noc(C34CC5CC(CC(C5)C3)C4)n2)cc1	2	9	0.0	-2	18	-14	-8	14	-7
Cc1ccc(C2C(C#N)=C(N)Oc3n[nH]c(C)c32)cc1 (stereo not given)	7	5	0.5	-3	14	-9	-7	-11	-5
COc1ccc(-c2csc(Nc3ccc(S(=O)(=O)Nc4cc(C)on4)cc3)n2)cc1	-2	-3	0.0	-7	-16	9	7	18	5
NC(=O)C1CCN(C(=O)CN2CCN(c3cccc(C(F)(F)F)c3)CC2)CC1	3	-2	0.2	-3	-3	12	8	-4	-20
CCOc1cc2[nH]c(=S)n(CCN3CCC(C)CC3)c(=O)c2cc1OCC	2	5	-0.6	-7	9	1	-3	5	-19
O=C1c2ccccc2N2C(=O)c3ccccc3C2N1Cc1ccccc1 (stereo not given)	-1	-2	1.4	-2	-17	9	-16	10	-26
CN1C(=O)C2(c3ccccc31)c1c(oc3ccccc3c1=O)C(=O)N2CCO (stereo not given)	0	6	1.6	-2	-4	-3	-6	-4	-7
c1ccc(CCNc2nc3ccccc3s2)cc1	12	3	-0.2	-5	-7	12	-5	-10	-23
CCCCCC1CC(/C(C)=N/NC(N)=O)OC1=O (stereo not given)	6	10	0.0	-2	25	-19	-10	17	-7
CNC(=O)c1ccc(NC(=O)/C=C/c2cccc(F)c2)cc1	6	9	0.3	-3	-15	3	-7	23	4
O=C(NCc1ccccc1)c1cc(C2COCCN2C(=O)c2ccc3c(c2)CCO3)on1 (stereo not given)	1	12	0.2	-2	6	10	-10	2	nt
CNC(=S)Nc1cccc(S(=O)(=O)NCc2ccco2)c1	4	13	0.1	0	-1	-6	-18	10	-1
CC(=O)c1ccc(NS(=O)(=O)c2ccc(CC(C)C)cc2)cc1	28	-4	7.2	-2	6	-3	1	19	-2

Given as comma-separated lines: part of the list above.
SMILES,TAAR1 ag,M1 PAM,CHO-K1 Ca ag,CHRM1 agonist,CHO-K1 Ca PAM,CHO-K1 Ca antag,M1 antag,TAAR1 antag,CHO parental Ca
CCCCC(=O)Nc1cccc(-c2cn3ccccc3n2)c1,9,5,1.9,-9,11,-27,-5,-8,-23
Cc1cc(C(=O)COC(=O)c2ccc(O)cc2)c(C)n1CC(F)(F)F,11,-2,1.8,-2,7,-15,12,10,-11
CCCCCC(=O)NNC1=NCC(Cc2ccccc2)S1 (stereo not given),0,3,0.3,-5,0,-5,1,1,7
COC(=O)CCCC1=CC2=C(c3ccccc3)C(=O)C(C)(OC(=O)C3CCCC3)C(=O)C2=CN1c1ccccc1 (stereo not given),2,22,-0.6,1,12,-12,-17,12,-2

(more compounds)
SMILES	TAAR1 ag	M1 PAM	CHO-K1 Ca ag	CHRM1 agonist	CHO-K1 Ca PAM	CHO-K1 Ca antag	M1 antag	TAAR1 antag	CHO parental Ca
COCCNC(=O)C(=O)c1cc(C)n(-c2ccc([N+](=O)[O-])cc2)c1C	0	-5	0.6	-3	8	-14	13	7	-4
O=C(NCc1ccccn1)Nc1ccc(Cl)c(Cl)c1	13	1	1.9	-2	16	-3	3	17	1
O=C(NC1CCCCC1)c1ccc2c(c1)OCO2	1	9	0.1	-5	18	-7	-9	-3	-10
Cc1ccc(C(C)C)c(OCc2nn(CC(=O)c3ccc(OC(F)F)cc3)c3[n+]2CCCCC3)c1	nt	-11	-0.2	-7	12	-8	4	nt	-10
CCOc1cc(/C=C2\SC(=S)N(NS(=O)(=O)c3ccccc3)C2=O)ccc1O	8	-9	10	2	-1	6	13	20	-1
CCCCN(C(=O)CSc1nncn1-c1ccccc1)c1c(N)n(Cc2ccccc2)c(=O)[nH]c1=O	1	10	0.1	-7	11	-5	-2	-6	-8
CC(C)C(c1nnnn1CC1CCCO1)N1CCN(Cc2ccc3c(c2)OCO3)CC1 (stereo not given)	6	-1	-0.2	-4	2	0	-23	-10	-5
Cc1ccc(S(=O)(=O)NNC(=O)C2CCN(S(=O)(=O)c3ccc(C)cc3)CC2)cc1	7	-2	-0.6	0	-19	11	18	4	-28
CCC(C(=O)NCCCN1CC(C)CC(C)C1)n1ncn2c(cc3occc32)c1=O (stereo not given)	-1	7	-0.5	-6	15	-3	-12	-8	-16
COc1cccc(-n2cc(C(=O)O)c3ccccc3c2=O)c1	11	0	0.5	-3	18	-18	-8	-1	-4
COc1ccccc1N1CCN(C(=O)CN(c2cc(C)cc(C)c2)S(C)(=O)=O)CC1	3	2	1.6	-1	-5	-3	-6	-15	-12
O=C(N/N=C/c1ccc(OC(=O)c2ccco2)cc1)c1ccncc1	2	1	1.7	-2	-7	4	6	-3	-3
CC(C)OP(=O)(OC(C)C)C(Nc1ccccc1)c1cccc([N+](=O)[O-])c1 (stereo not given)	3	2	0.3	-5	-3	-11	-7	-29	-21
Cc1onc(-c2ccccc2)c1C(=O)/C=C/N(C)C	3	5	2.3	-3	18	-5	-2	-19	-20
COc1ccc(-c2cc(C(F)(F)F)nc(N3CCCCCC3)n2)cc1	5	10	-0.3	-1	-7	1	-13	-20	-11
